High-throughput results from PubChem BioAssay.
14-3-3g Raf: 14-3-3 gamma protein interaction modulation; inhibition, % at 40 µM; 160,000 compounds, 0.19% hits; FP, 14-3-3gamma / TMR-pS259-Raf peptide binding; P61981; in the data active = inhibition above about 30%;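 also: 0% = protein plus tracer without compound and 100% = blank with tracer alone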
Target sequence (P61981 whole entry, looked up): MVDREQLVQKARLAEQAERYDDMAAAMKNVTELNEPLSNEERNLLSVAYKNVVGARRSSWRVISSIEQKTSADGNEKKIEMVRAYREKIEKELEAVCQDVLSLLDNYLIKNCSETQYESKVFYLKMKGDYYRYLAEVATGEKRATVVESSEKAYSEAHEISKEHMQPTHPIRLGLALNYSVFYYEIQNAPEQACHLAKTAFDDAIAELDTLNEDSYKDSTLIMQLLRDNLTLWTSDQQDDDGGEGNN
* marks the source's active call; other numbers are inactive results; & = joins results of further samples.

SMILES | 14-3-3g Raf
Cc1nnc(SCCN2CCOCC2)n1C | -5
O=S(=O)(c1ccccc1Cl)N1CCC(O)(c2ccc3c(c2)OCO3)CC1 | -2
CCCCCC(=O)Nc1ccc(C(=O)Nc2cccc(Cl)c2)cc1 | -10
COc1cccc2cc(-c3nnc(Nc4cccc(C(F)(F)F)c4)s3)c(=O)oc12 | 14
Cc1ccc(NC(=O)COc2ccc(/C(N)=N/O)cc2)cc1C | 0
CC(=O)Nc1ccc(OC(=O)CC2SC(=O)NC2=O)cc1 (configuration not stated) | 9
Cc1ccc(-n2nc(C(=O)N(C)c3ccc(Cl)cc3)c3c4ccccc4n(C)c3c2=O)cc1 | -3
O=C(CNc1ccccc1-c1nc2ccccc2[nH]c1=O)NC1CCCC1 | 6
COCc1nnc(NC(=O)c2ccc(OC)cc2OC)s1 | -8
Clc1ccc(-c2nc3ccccc3s2)cc1 | -5
CCN(CCCNc1nc(=S)[nH]c2ccccc12)c1ccccc1 | 2
O=[N+]([O-])c1ccc(C2N(c3ccccc3)CCN2c2ccccc2)s1 | 0

An excerpt of these results, in CSV form:
smiles,14-3-3g Raf
CCCCCC(=O)Nc1ccc(C(=O)Nc2cccc(Cl)c2)cc1,-10
Cc1ccc(-n2nc(C(=O)N(C)c3ccc(Cl)cc3)c3c4ccccc4n(C)c3c2=O)cc1,-3
O=S(=O)(c1ccccc1Cl)N1CCC(O)(c2ccc3c(c2)OCO3)CC1,-2
O=[N+]([O-])c1ccc(C2N(c3ccccc3)CCN2c2ccccc2)s1,0

New compounds follow.
SMILES | 14-3-3g Raf
COC(=O)c1ccccc1NC(=O)CSc1nc(NC(=O)c2ccccc2)c2c(C)c(C)oc2n1 | 20
CN(C)S(=O)(=O)c1ccc(C(=O)N2CC(=O)Nc3ccc(Cl)cc3C2c2ccc(F)cc2)cc1 (configuration not stated) | -2
Cc1cc(NC(=O)CCC(=O)N(CC2CCCO2)C(C(=O)NC2CCCC2)c2ccccc2C)no1 (configuration not stated) | -8
CCN(C(=O)Cn1nc(-c2ccc(OC)cc2)ccc1=O)c1cccc(C)c1 | -6
CCc1ccc2c(c1)C(=O)c1ccccc1C2=O | -7
CCC1Oc2ccc(C)cc2N(CC(=O)NCc2ccc(OC)cc2OC)C1=O (configuration not stated) | -2
O=C(Nc1nccs1)NC(C(F)(F)F)C(F)(F)F | -1
CCC(c1nnnn1Cc1ccccc1)N(Cc1cc2cc(OC)ccc2[nH]c1=O)CC1CCCO1 (configuration not stated) | 10
Cc1nn(CCCC(=O)Nc2cccc(Cl)c2C)c(C)c1[N+](=O)[O-] | -8
CCC(C)N1C(=O)c2ccccc2C1C(=O)NC1CCCC(C)C1C (configuration not stated) | 1
O=C(NC1CCCCC1)C(c1ccccc1F)N(Cc1ccco1)C(=O)Cn1nnc2ccccc21 (configuration not stated) | -1
COc1cc2c(cc1OC)C(COc1cc(C)cc(C)c1)N(C(=O)Cc1ccc(F)cc1)CC2 (configuration not stated) | -33
CCC(=O)N1c2ccc(S(=O)(=O)NCCc3ccc(C)cc3)cc2CC1C (configuration not stated) | -8
Cc1cc(C)nc(N2CCC(C(=O)NC3CCCCCC3)CC2)n1 | -6
CSc1ccc(S(=O)(=O)N2CCCC2)cc1 | 2
COC(=O)C(Sc1ccc(O)c(C)c1)(C(F)(F)F)C(F)(F)F | 8
O=C1OC(Nc2ccc(Cl)c(C(F)(F)F)c2)c2ccccc21 (configuration not stated) | 1
O=[N+]([O-])c1ccc2[nH]c3c(c2c1)CCCC3O (configuration not stated) | 3
COc1cc(Nc2nc(SCc3cc(=O)n4ccccc4n3)nc3ccccc23)cc(OC)c1OC | 1
Cc1cc(N2CCOCC2)nc2ccc(NC(=O)CCC(=O)N3CCOCC3)cc12 | -10
Cc1cc(Cl)ccc1OCCCC(=O)NCc1ccncc1 | 4
CCOc1ccccc1C1C(C(=O)OC)=CN(C(C)C)C=C1C(=O)OC | -1
C=CCn1c(SCC(=O)Nc2cccc(OC)c2)nnc1-c1cccnc1 | -8
Cc1cc2ncn(-c3nnnn3-c3ccccc3)c2cc1C | -4

Quoted at random: seven entries already listed
SMILES | 14-3-3g Raf
CSc1ccc(S(=O)(=O)N2CCCC2)cc1 | 2
COC(=O)C(Sc1ccc(O)c(C)c1)(C(F)(F)F)C(F)(F)F | 8
CC(=O)Nc1ccc(OC(=O)CC2SC(=O)NC2=O)cc1 (configuration not stated) | 9
CCC(C)N1C(=O)c2ccccc2C1C(=O)NC1CCCC(C)C1C (configuration not stated) | 1
COc1cccc2cc(-c3nnc(Nc4cccc(C(F)(F)F)c4)s3)c(=O)oc12 | 14
Cc1ccc(-n2nc(C(=O)N(C)c3ccc(Cl)cc3)c3c4ccccc4n(C)c3c2=O)cc1 | -3
Clc1ccc(-c2nc3ccccc3s2)cc1 | -5

Going on with the list.
SMILES | 14-3-3g Raf
CCOc1sc2nc(C)n(CC(=O)Nc3cccc(C)c3)c(=O)c2c1C | -6
Cc1sc2nc(SCC(=O)N3CCOCC3)[nH]c(=O)c2c1C | 4&-19
CCOC(=O)C1=C(CSc2nc3c(cc2C#N)CN(C)CC3)OC(N)=C(C#N)C1c1ccccc1 (configuration not stated) | -41
COc1cc(C2Nc3cccc4cccc(c34)N2)cc(Br)c1O | -70
Cc1cc(=O)oc2cc(OCC(=O)OCc3nnc(-c4ccccc4)o3)ccc12 | -1
O=C1C2CC=CCC2C(=O)N1c1nc2n(n1)C(c1ccccc1)CC(c1ccccc1)N2 (configuration not stated) | -3
COc1ccccc1N1CCN(C(=O)C2CCN(S(=O)(=O)c3ccc(Cl)cc3)CC2)CC1 | -1&0
O=C(CCn1c(=S)[nH]c2cc3c(cc2c1=O)OCO3)N1CCN(c2ccccn2)CC1 | -9&-11
Cn1nnc(NC(=O)c2cccc(OCc3ccccc3)c2)n1 | -14
Cn1nc(C(=O)Nc2c(-c3ccccc3)nc3sccn23)c2ccccc2c1=O | -1
O=C(CSc1ncn[nH]1)c1ccccc1 | 2
CC(C)(C)C(=O)Nc1ccccc1N1CCN(C(=O)c2ccc(Cl)cc2)CC1 | -18
COC(=O)c1ccc(C2C3=C(CC(C)(C)CC3=O)N(c3ccc(OC)cc3OC)C3=C2C(=O)CC(C)(C)C3)cc1 | -2
CCOc1ccc2c(C)c(C(=O)O)oc2c1OCC | 3
COCCOC(=O)C1=C(C)NC2=C(C(=O)CC(c3ccc(OC)cc3)C2)C1c1ccc(Cl)cc1 (configuration not stated) | -1
Cc1ccc(CNC(=O)Nc2ccccc2)cc1 | -3
Cc1ccc(-c2nnc(Nc3ccc4c(c3)OCO4)c3ccccc23)cc1S(=O)(=O)NCCO | -18
COc1cccc(OC)c1C(=O)Nc1ccc(S(=O)(=O)Nc2nccc(C)n2)cc1 | -8
CCCN(c1ccc(C(C)C)cc1)S(=O)(=O)c1ccc2c(c1)CC(C)N2C(C)=O (configuration not stated) | -4
CCc1ccc(S(=O)(=O)NCc2csc(-c3cccnc3)n2)s1 | -17
CCOc1ccc(-n2c(=O)c3c4c(sc3n(CC(=O)NCc3ccco3)c2=O)CCC4)cc1 | -8
COC(=O)c1c(NC(=O)CCN2CCOCC2)sc2c1CCCC2 | -3&-4
COc1cc(C(=O)N2CCN(S(=O)(=O)c3ccc(Br)cc3)CC2)cc(OC)c1OC | -10
Cc1cccc(Cn2c(=O)n(CCC(=O)NCc3ccco3)c(=O)c3ccccc32)c1 | 0
CCN(CC)c1ccc(C2C(C(=O)Nc3ccc(C)cn3)=C(C)NC3=C2C(=O)CC(C)(C)C3)cc1 (configuration not stated) | -11
COc1ccc(C2C(C(=O)Nc3cccc(Cl)c3)c3cc(OC)c(OC)cc3C(=O)N2C)cc1OC (configuration not stated) | -6
COc1ccc(-c2nnc(SC3CCOC3=O)n2C2CCCCC2)cc1OC (configuration not stated) | -4
COc1ccc(NC(=O)C2CCCN2C(=O)NCc2ccccc2)c(OC)c1 (configuration not stated) | -2
Cc1ccc(-n2nc3c(c2NC(=O)c2ccccc2F)CSC3)cc1 | -5
O=C(NCCNC(=O)c1ccccc1Br)c1ccccc1Br | -5
CCn1c(-c2ccccc2O)n[nH]c1=S | 3&0
CC(C)(C)c1cc(Cl)c(O)c(N=Cc2c(O)ccc3ccccc23)c1 | -40
Fc1ccc2nc(Nc3nc4c(s3)CCCC4)sc2c1 | -46
CCOC(=O)c1ccc(NC(=O)CSc2nc(SC)ns2)cc1 | -27
COc1ccc(S(=O)(=O)NC(CC(=O)NCCc2ccc(OC)c(OC)c2)c2ccco2)cc1 (configuration not stated) | -3
Cc1ccccc1-n1nc([N+](=O)[O-])c(=NC2CCCCC2C)n1O (configuration not stated) | 4
COC(=O)c1cc2ccsc2n1Cc1cc(=O)n2ccccc2n1 | -6
COC(=O)c1cc(NC(=O)CSc2nnc(CN3CCOCC3)n2C)ccc1Cl | -4
C=CCNc1oc(-c2ccc(C)cc2)nc1C#N | -2
Cc1c(C2c3ccccc3Oc3ccccc32)c(=O)n(-c2ccccc2)n1C | -1
O=C(NCc1cccnc1)c1cc(-c2ccc(F)cc2)on1 | -8
CCCCn1c(NCCC)nc2c1c(=O)[nH]c(=O)n2C | 3
CC(C)COc1ccc(C(=O)CCN2CCCCC2)cc1 | -8
COc1ccc(NC(=O)CSc2nnc(COc3ccccc3)n2Cc2ccco2)cc1OC | 1
CCN(CC)S(=O)(=O)c1ccc(C(=O)Nc2nnc(-c3ccc(Cl)s3)o2)cc1 | 6
COc1cc(Cl)c(C)cc1NC(=O)c1cc2cc3ccc(C)cc3nc2o1 | 0
CCC(C)N1CC23C=CC(O2)C(C(=O)OC)C3C1=O (configuration not stated) | 0
O=C(Nc1ccc(F)cc1)c1ccc2c(=O)n(Cc3ccco3)c(=S)[nH]c2c1 | -5

Arranged by the number under 14-3-3g Raf (lowest first): some entries from above.
SMILES | 14-3-3g Raf
COc1cc(C2Nc3cccc4cccc(c34)N2)cc(Br)c1O | -70
CC(C)(C)C(=O)Nc1ccccc1N1CCN(C(=O)c2ccc(Cl)cc2)CC1 | -18
Cc1nnc(SCCN2CCOCC2)n1C | -5
CSc1ccc(S(=O)(=O)N2CCCC2)cc1 | 2

Next section.
SMILES | 14-3-3g Raf
COC(=O)C1C(c2ccccc2)C(C(=O)OC)S(=O)(=O)CS1(=O)=O (configuration not stated) | -10
Cc1c(NC2=C(Cl)C(=O)N(c3ccccc3)C2=O)c(=O)n(-c2ccccc2)n1C | -1
Cc1cccc(NC(=O)COc2ccc([N+](=O)[O-])cc2)n1 | -6
Cc1cc(NS(=O)(=O)c2ccc(NC(=O)COc3ccc(Cl)cc3)cc2)no1 | 2
O=C(CN(C1CCCCC1)S(=O)(=O)c1ccc(Cl)cc1)NCCCO | 0
COc1ccc(-n2c(=O)c3c(n4c(SC)nnc24)-c2ccccc2CC32CCCCC2)cc1 | -7
CCn1cc(S(=O)(=O)CC(=O)Nc2ccc3c(c2)OCCO3)c2ccccc21 | -13
CCOC(=O)c1ccc2c(=O)n(Cc3ccccc3)c(SCC(=O)c3ccccc3)nc2c1 | -3
O=C1C2CC=CCC2C(=O)N1CCc1ccccc1Cl (configuration not stated) | -5
CCc1ccc2[nH]cc(C(=O)c3ccc(C)c(C)c3)c(=O)c2c1 | -18
COc1cccc(C2CC(c3cccs3)=NN2C(=O)CSc2nc3ccccc3s2)c1OC (configuration not stated) | -5
CCCCC(C)NCC1CCCCC1 (configuration not stated) | -5
O=C1CC(c2ccccc2)n2ncnc2N1 (configuration not stated) | -4&2
Cc1ccc(CN2C(=O)c3ccccc3C2C(=O)NCC2CCCO2)cc1 (configuration not stated) | -470
COC(C)(C)[C@]12CC(O)(C(C)C)ON1[C@H]1CCCCC1N2O (some centres not stated) | -6
O=C(CSc1nnc(-c2ccc(OC(F)F)cc2)o1)NC(=O)NCc1ccco1 | -12
Cc1ccc(CS(=O)(=O)Cc2ccc(C(=O)NCCN3CCCC3)o2)cc1 | 4
Cc1ccc(NC(=O)CN2C(=O)c3ccccc3Sc3ccc(C(=O)N4CCCC4)cc32)c(C)c1 | -26
O=C1C2CCCCC2C(=O)N1c1ccc(N2C(=O)C3C4C=CC(C4)C3C2=O)cc1 (configuration not stated) | -7
CCCn1c(=O)c(C(=O)Nc2nc3ccc(F)cc3s2)c(O)c2ccccc21 | -4
COC(=O)c1ccc2c(=O)n(Cc3ccc(C(=O)NCc4ccco4)cc3)c(=S)[nH]c2c1 | -20
COc1cc(C(=O)NCCC(=O)N2CCN(C)CC2)cc(OC)c1OC | -3
COCCNC(=O)CN(C(=O)CCC(=O)Nc1cc(C)on1)c1cccc(C)c1C | -3
O=C(CSc1nnc(-c2ccccc2)o1)N1CCCCC1 | -5
Cc1ccc(C(=O)COC(=O)c2ccccc2N2C(=O)C3C4C=CC(C4)C3C2=O)cc1[N+](=O)[O-] (configuration not stated) | 2
O=C(NCCN1CCOCC1)c1cc2ccccc2[nH]1 | -10
Cc1cccc(-n2ccnc2SCC(=O)Nc2ccc(OC(F)(F)F)cc2)c1C | -5
COc1cc2nc(NC(=O)c3ccc(Cl)cc3)[nH]c(=O)c2cc1OC | -5
CCCCC(OC(=O)c1cc2occc2n1C)C(=O)NCC1CCCO1 (configuration not stated) | -7
CCOC(=O)c1cnc(SCC(=O)NCc2ccco2)nc1N | -1
Cc1ccc2oc(-c3cccc(NC(=O)c4ccccc4F)c3C)nc2c1 | -23
O=C(Nc1ccc(Cl)c(Cl)c1)N1CCC(N2CCCCC2)CC1 | -2
Cc1cc(C)cc(N2CCCn3c2nc2c3c(=O)n(CCN3CCOCC3)c(=O)n2C)c1 | -5
CCOc1ccc(N(CC(=O)N2CCc3ccccc3C2)S(C)(=O)=O)cc1 | -1
CCCCSc1nnc2c(n1)OC(c1ccc(OCC)cc1)Nc1ccccc1-2 (configuration not stated) | -8

Not all compounds are listed, so the mix of outcomes need not match the whole.
